# RAD52 inh: RAD52 DNA annealing inhibitors, primary screen, biochemical, FRET, single point, set 2 | recombinant RAD52 DNA annealing, FRET fluorescence | inhibition, % at 18.7 µM | actives 0.46% (n = 360,000) | AID 651710, 2012;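 active = every replicate showing at least 50% inhibition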
# Target sequence (P43351 whole entry, looked up): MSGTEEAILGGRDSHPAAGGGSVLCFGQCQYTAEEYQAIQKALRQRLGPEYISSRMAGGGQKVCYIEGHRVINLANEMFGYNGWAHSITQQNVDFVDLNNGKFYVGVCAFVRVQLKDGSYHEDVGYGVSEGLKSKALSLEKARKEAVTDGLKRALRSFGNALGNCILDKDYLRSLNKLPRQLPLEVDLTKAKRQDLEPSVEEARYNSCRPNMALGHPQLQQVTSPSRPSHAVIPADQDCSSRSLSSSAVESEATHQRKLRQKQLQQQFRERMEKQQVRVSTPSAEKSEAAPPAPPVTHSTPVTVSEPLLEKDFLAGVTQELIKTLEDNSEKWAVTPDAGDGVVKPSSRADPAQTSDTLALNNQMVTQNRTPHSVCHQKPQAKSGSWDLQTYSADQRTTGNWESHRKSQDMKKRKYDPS
# Cneo AK release: Cryptococcus neoformans cell lysis inducers, primary screen, AK release luminescence, single concentration; C. neoformans lysis, adenylate kinase release luminescence, 4 h; normalised: neutral wells 0, clomiphene wells 100; lysis activity, % at 15 µM; actives 0.2% (n = 360,000); AID 651654, 2012;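 active = mean lysis activity across replicates of at least 80%, whatever share of replicates individually reach that level; inactive = mean lysis activity below 80%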
#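 Test system: log-phase Cryptococcus neoformans yeast cells. Input: 5 × 10^6 yeast cells/mL. Medium: fresh YPD growth medium. Doses: single dose. Incubation: static 4 h at 37 °C with compound, 1 h detection. Measured by: luminescent adenylate kinase detection reagent. Read-out: signal increase indicating cell lysis. Benchmarks: Clomiphene.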
# ERAP1 HTS inh: human ERAP1 aminopeptidase inhibitors, primary screen, biochemical, single point, plate reader | recombinant ERAP1, Leu-AMC fluorescence, 60 min | actives 0.15% (n = 340,000) | inhibition, % at 10.7 µM | Endoplasmic reticulum aminopeptidase 1 (Homo sapiens), Q9NZ08;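 active = mean replicate inhibition of at least 30%, or all replicates individually reaching that 30% level; inactive = mean below 30% and not every replicate reaching it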;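 also: 0% = neutral control wells and 100% = L-leucinethiol positive control wells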
# miR-122 sensor: miR-122 Renilla sensor signal increase in Huh7, primary screen, miR-122 inhibitor project, cell-based, single point, plate reader | Huh7 miR-122 Renilla luciferase sensor, 48 h; neutral wells = 0, positive control = 100 | activation (reporter increase), % at 12.5 µM | actives 0.3% (n = 340,000) | AID 602342, 2012;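 active = mean replicate activation score at least 90 and every replicate individually at or above 90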;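 also: higher luciferase means less miR-122 activity so hits act as miR-122 inhibitors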
# E-selectin induc: E-selectin induction in HUVECs, primary screen, imaging, HUVEC, immunofluorescence imaging, single point; activation, % at 7.58 µM; actives 0.37% (n = 260,000); normalized: neutral wells 0, TNF-alpha wells 100; P16581; AID 686992, 2013;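 active = mean E-selectin-positive cell signal at least 10% of the positive control, reached in at least 60% of replicates, without over 20% cell loss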;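 also: in these data hits start at about 27%; measured in HUVEC primary endothelial cells; signal is the percent of cells scored E-selectin positive by PE staining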
# Target sequence (P16581 whole entry, looked up): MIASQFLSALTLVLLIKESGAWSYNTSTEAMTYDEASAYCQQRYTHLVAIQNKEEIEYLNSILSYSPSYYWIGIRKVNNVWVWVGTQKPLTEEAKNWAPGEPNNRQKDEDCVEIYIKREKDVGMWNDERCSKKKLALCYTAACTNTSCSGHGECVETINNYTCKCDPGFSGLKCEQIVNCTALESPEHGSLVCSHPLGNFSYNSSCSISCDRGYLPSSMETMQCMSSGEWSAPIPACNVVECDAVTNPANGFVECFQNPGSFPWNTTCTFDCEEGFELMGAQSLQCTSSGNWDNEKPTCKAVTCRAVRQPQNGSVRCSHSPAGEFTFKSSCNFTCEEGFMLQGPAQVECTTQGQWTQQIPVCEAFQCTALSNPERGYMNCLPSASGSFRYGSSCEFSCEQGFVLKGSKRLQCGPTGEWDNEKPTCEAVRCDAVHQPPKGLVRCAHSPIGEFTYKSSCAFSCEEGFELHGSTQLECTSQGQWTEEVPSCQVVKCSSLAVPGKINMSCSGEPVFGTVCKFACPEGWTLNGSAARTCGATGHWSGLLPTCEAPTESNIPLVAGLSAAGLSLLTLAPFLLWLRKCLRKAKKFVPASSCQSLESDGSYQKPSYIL
#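 Read-out: % PE-positive cells | Test system: HUVEC | Doses: One compound dose added by pin transfer | Buffer or medium: EGM-2 over gelatin coat | Signal: Immunofluorescence imaging | Benchmarks: TNF-alpha, DMSO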
# PglD inh: C. jejuni PglD acetyltransferase inhibitors, primary screen, biochemical, DTNB colorimetric, single point | UDP-N-acetylbacillosamine N-acetyltransferase PglD (Campylobacter jejuni) | purified PglD enzyme, DTNB colorimetric CoA detection | inhibition, % at 12.5 µM | actives 0.098% (n = 360,000) | AID 602405, 2012; in the data active = inhibition above about 16%, passing the limit was not always enough; also: strong numbers were not always called active
# PGC1a acetyl inh: inhibitors of PGC1a acetylation signal, primary screen, cell-based, U2OS, AlphaScreen, inhibitor mode; AlphaScreen anti-acetyl-lysine; with virally co-expressed GCN5 acetyltransferase; inhibition, % at 15.6 µM; actives 0.17% (n = 350,000);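 active = every replicate shows inhibition of at least 40%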;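 also: 0% = neutral control wells and 100% = positive control wells; some results beyond the cut were filed as inactive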
# RAD54 inh: inhibitors of human RAD54 branch migration, primary screen, biochemical, fluorescence, single point; inhibition, % at 10.4 µM; actives 0.14% (n = 360,000); RAD54 Holliday junction branch migration, FAM/BHQ fluorescence; DNA repair and recombination protein RAD54-like (Homo sapiens), Q92698;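 active = mean normalized replicate activity at least 40 and at least half of replicates scoring 40 or more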;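 also: 0% = median of neutral control wells and 100% = median of positive control wells; inhibitors cause a drop in the FAM fluorescence signal; in these data hits start at about 50%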
# Starred values were filed as active, the others as inactive; nt = not tested or not shown; [ ] = remark or other dose.
molecule	RAD52 inh	Cneo AK release	ERAP1 HTS inh	miR-122 sensor	E-selectin induc	PglD inh	PGC1a acetyl inh	RAD54 inh
Cc1ccccc1NS(=O)(=O)c1cc(C(=O)NCc2ccncc2)ccc1Cl	-10	1	2	11	0.5	-1	-15	8
C/C=C/c1ccc2c(c1)O[C@@H](CN(C)C(=O)Cc1ccccc1)[C@@H](C)CN([C@@H](C)CO)S2(=O)=O	0	-1	-6	1[16.7 µM]	-0.3	0	-2	-5
O=C(CN1CCN(CCC(=O)Nc2ccccc2F)CC1)Nc1ccc(F)cc1	nt	3	nt	1	nt	2	4	9
O=C(C[C@H]1CC[C@H]2[C@@H](COC[C@@H](O)CN2C(=O)c2cccnc2)O1)NCc1ccccc1	-22	-2	0	-2[16.7 µM]	0.1	-2	4	5
COc1ccc(CC(N)c2csc(Nc3nncc4ccccc34)n2)cc1 (stereo not given)	-15	-2	1	-6	3.1	-9	-7	17
CCOc1ccc(S(=O)(=O)N2CCN(C(=O)CN3C(=O)NC(C)(C)C3=O)CC2)cc1	-11	-1	-4	nt	nt	3	nt	1
COc1ccc(/C=C(/NC(=O)c2cccc([N+](=O)[O-])c2)C(=O)O)cc1OC	-5	nt	8	-11	nt	nt	12	nt
C[C@@H]1CN(S(=O)(=O)c2c(F)cccc2F)CCN1S(=O)(=O)c1ccc2c(c1)OCCO2	-16	-1	-3	-3	nt	-2	-10	2
COc1ccc(NC(=S)Nc2ccc(OCc3ccccc3)cc2)cc1OC	nt	2	nt	1	nt	4	1	11
CCCC(=O)Nc1ccc(C(=O)NNC(=O)c2ccccc2Br)cc1	nt	-8	nt	-4	nt	5	-19	11
C[C@@H]1CCCCO[C@H](CN(C)C(=O)Nc2ccc(F)cc2)[C@@H](C)CN([C@H](C)CO)C(=O)c2cc(NS(=O)(=O)c3ccccc3)ccc2O1	-7	-4	-4	2[16.7 µM]	0.0	2	-14	2
Cc1noc(C)c1S(=O)(=O)Nc1ccc2c(c1)C(=O)N([C@@H](C)CO)C[C@@H](C)[C@H](CN(C)CC1CCCCC1)OCCCC[C@@H](C)O2	10	1	-3	-2[16.7 µM]	1.1	1	nt	9
Cc1ccccc1N1C(=O)CC(N(O)c2ccccc2)C1=O (stereo not given)	nt	-2	nt	4	nt	2	10	-8
O=C(C[C@@H]1C=C[C@@H](NC(=O)Nc2ccccc2F)[C@@H](CO)O1)NCc1ccc(F)cc1	-3	0	5	nt	0.5	0	-4	4
COc1ccc(-c2ccc(C#N)c(SCC(=O)NCc3ccco3)n2)cc1OC	-18	-2	0	-2	-0.1	-1	1	2
COc1ccc(-c2cnc3c(c2)C(=O)N([C@H](C)CO)C[C@H](C)[C@@H](CN(C)Cc2cccnc2)O3)cc1	-6	50	-1	-3[16.7 µM]	3.3	0	-21	3
COc1ccc(Cc2c(-c3cccc(Cl)c3)nc3ccc(Br)cn23)c(C)c1	-24	0	0	3	0.0	5	0	0
Cc1ccc(-c2csc(NC(=O)C[n+]3cc(-c4ccccc4)n4c3CCC4)n2)cc1	50*	-2	nt	3	0.3	-8	-8	11
O=C(CCc1ccccc1)Nc1ccc(NC(=O)c2ccco2)cc1	-5	0	3	nt	nt	1	0	-3
CCCCCCOc1ccc(OC(=O)c2cccnc2)cc1	nt	2	nt	-1	nt	5	-1	-10
C[C@H]1CCCCO[C@H](CN(C)C(=O)c2ccncc2)[C@@H](C)CN([C@@H](C)CO)C(=O)c2cc(NC(=O)CCC(F)(F)F)ccc2O1	nt	1	nt	13[16.7 µM]	-0.2	2	1	3
COc1ccc(OC)c(CCNC(=O)C2CCN(c3ncnc4c3nc3n4CCCCC3)CC2)c1	-10	1	0	-3	nt	0	-17	11
Nc1n[nH]c(C2CC2)c1N=Nc1ccc(Cl)cc1	-7	2	-1	1	-0.2	-6	12	-4
O=C(O)COc1ccc(NC(=O)c2ccco2)cc1	nt	3	nt	-3	nt	6	-4	-3
COc1cccc(C(=O)Nc2ccc3c(c2)C(=O)N(C)[C@@H]2CC[C@H](CC(=O)NCc4ccc(F)cc4)O[C@H]2CO3)c1	nt	51	nt	10[16.7 µM]	0.2	-8	-1	6
N#CC(=C1CCCC1)c1nc(-c2cc3ccccc3oc2=O)cs1	-35	1	-1	nt	nt	-3	7	-8
CCc1ccccc1NS(=O)(=O)c1c(C(=O)N2CCCCCC2)c(C)n(C)c1C	-2	12	-2	37	5.6	1	-4	11
COc1ccc(N=N/C(=C\O)C(=O)c2cccs2)cc1	-20	nt	2	-4	nt	nt	-10	nt
CNc1cncc(-c2ccc(F)c(F)c2)n1	-12	-2	-14	-6	0.0	0	9	6
O=C(C[C@@H]1CC[C@H]2[C@@H](COC[C@H](O)CN2Cc2ccc(F)cc2)O1)N1CCc2ccccc2C1	20	-10	5	-8[16.7 µM]	0.0	-1	-2	-3
COc1ccccc1C(=O)NCC(=O)N/N=C/c1cn[nH]c1-c1ccccc1	-4	1	3	nt	0.1	-2	nt	-6
Cc1ccc(C(=O)N2CCCN(c3nc4cc5c(cc4cc3C#N)OCO5)CC2)cc1	-146	2	-13	nt	nt	-3	nt	-8
COc1ccc(C(=O)C2CCCN(S(=O)(=O)N(C)C)C2)c(C)c1 (stereo not given)	-5	2	1	4	0.0	3	1	6
CC(C1CC1)N(Cc1ccccc1)C(=S)Nc1ccccc1Cl (stereo not given)	-7	nt	-4	6	-1.1	nt	nt	nt
CCC(=O)N1CCc2cc(S(=O)(=O)CCC(=O)NCc3ccccc3OC)ccc21	-24	2	0	nt	nt	3	nt	13
O=C(c1cc(C2CC2)nc2ccccc12)N1N=C(C(F)F)CC1(O)C(F)F (stereo not given)	nt	2	nt	3	nt	1	5	3
Cc1noc(C)c1NC(=O)Nc1ccc2c(c1)C(=O)N([C@H](C)CO)C[C@H](C)[C@H](CN(C)CC1CC1)OCCCC[C@H](C)O2	-4	1	-1	-3[16.7 µM]	0.1	3	1	0
Cn1cc([N+](=O)[O-])c(C(=O)NC2CCCCCC2)n1	-13	-4	2	0	nt	2	nt	-3
CSc1ncnc2c1ncn2CCCNCc1ccccc1	0	nt	0	-4	1.4	nt	14	nt
O=S(=O)(c1ccc(Br)cc1)N1CCN(c2ccc3nnc(-c4ccccc4)n3n2)CC1	32	-2	-3	0	0.1	nt	5	3
COc1cc(-c2noc(C)c2C(=O)NCCc2cccs2)cc(OC)c1OC	-34	4	-1	-2	-0.1	-1	3	-4
COc1ccccc1/C=C(\NC(=O)c1ccccc1)C(=O)NCc1ccco1	-6	2	-3	3	16	-5	-12	1
CO[C@@H]1CN(C)C(=O)c2cc(NC(=O)NC(C)C)ccc2OC[C@H](C)N(Cc2ccc(-c3ccccn3)cc2)C[C@H]1C	15	0	-2	-7[16.7 µM]	-0.1	-1	-7	-6
C=C(C)c1cccc(C(C)(C)NC(=O)N2CCN(CC)CC2)c1	nt	1	nt	-1	nt	-1	3	0
CCOc1ccc(C(=O)NC(=S)Nc2ccc(N3CCOCC3)c(Cl)c2)cc1[N+](=O)[O-]	3	0	7	-1	nt	-2	-7	10
COc1ccccc1-c1cnc2c(c1)C(=O)N([C@@H](C)CO)C[C@@H](C)[C@H](CN(C)Cc1cccnc1)O2	12	-3	-1	4[16.7 µM]	0.7	1	-5	3
COCCCNC(=O)C[C@H]1C[C@H](C(=O)N(C(C)C)C(C)C)[C@@]2(C)c3[nH]c4cc(-c5ccco5)ccc4c3CCN2C1=O	-15	0	nt	-6	-0.4	2	-20	-12
COc1ccc(NC(=O)CN2CCN(CC(=O)Nc3ccc(OC)c(OC)c3)CC2)cc1	nt	-1	nt	-4	nt	0	5	3
COc1ccccc1CNC(=O)CCc1cn(C)c2ccccc12	-24	0	2	nt	0.8	5	-12	-10
Cc1ccc(OCC(=O)Nc2ccc(CN3CCOCC3)cc2)cc1	-15	5	2	3	-0.3	5	1	-3
CC(CN1CCOCC1)OC(=O)C1COc2ccccc2O1 (stereo not given)	-23	nt	-2	5	-1.0	nt	-2	nt
CN1C(=O)c2cc(NC(=O)c3cccc(F)c3)ccc2OC[C@@H]2O[C@@H](CC(=O)NCc3ccccc3Cl)CC[C@@H]21	-15	-2	-2	-6[16.7 µM]	-0.2	-1	-2	8
Cc1ccc(C(=O)OCC(=O)Nc2sccc2C(N)=O)cc1NC(=O)c1ccco1	nt	1	nt	-8	nt	-6	-5	-5
CC(/C=N/NC(=O)c1cccnc1)=C\c1ccco1	-28	-1	-3	nt	nt	-2	-4	-7
Cc1cccn2cc(-c3ccccc3)nc12	nt	-2	nt	2	nt	0	-4	-9
COc1ccc(C(C)NC(=O)CCc2ccccc2)cc1 (stereo not given)	-20	0	-1	-1	-0.4	-4	nt	11
CNc1nc(NC#N)nc(SC)n1	-13	nt	nt	-11	7.5	nt	-3	nt
COC(=O)CNC(=O)C1CCCN1C(=O)OC(C)(C)C (stereo not given)	nt	3	nt	-18	0.1	4	-1	14
Cn1c(=O)c(=O)n(C)c2cc(N3CCCC3)c(NS(=O)(=O)c3ccc(F)cc3)cc21	-1	-1	-1	-2	nt	-3	3	5
CO[C@H]1CN(C)C(=O)c2cc(NC(=O)Nc3c(C)noc3C)ccc2OC[C@H](C)NC[C@H]1C	3	-1	1	-9[16.7 µM]	-0.2	1	0	3

# (listing goes on)
molecule	RAD52 inh	Cneo AK release	ERAP1 HTS inh	miR-122 sensor	E-selectin induc	PglD inh	PGC1a acetyl inh	RAD54 inh
CCCCCCCCCCCCCCCC[n+]1cccc(C(=O)N(CC)CC)c1	88*	-23	68*	nt	1.7	-3	-19	40
COCC#Cc1cnc2c(c1)C(=O)N([C@H](C)CO)C[C@H](C)[C@@H](CN(C)C(=O)C1CCOCC1)O2	8	-4	1	3[16.7 µM]	0.0	3	7	-1
Cc1ccc(-n2ncc3c(N4CCC(C(N)=O)CC4)ncnc32)c(C)c1	nt	5	nt	0	nt	-4	9	-2
COc1ccc(N2CCN(C(=O)Cc3ccc(C)cc3)CC2)cc1	-5	0	0	nt	nt	0	nt	0
CCCC#Cc1ccc2c(c1)O[C@H](CN(C)C(=O)c1ccncc1)[C@@H](C)CN([C@@H](C)CO)S2(=O)=O	13	-1	-1	-26[16.7 µM]	-0.2	5	-7	-5
Cc1noc(C)c1NC(=O)Nc1ccc2c(c1)CC(=O)N([C@@H](C)CO)C[C@H](C)[C@@H](CN(C)S(=O)(=O)c1c(C)noc1C)O2	-6	-2	-4	-1[16.7 µM]	0.0	1	9	-2
C[C@@H]1CN([C@@H](C)CO)C(=O)c2cc(NC(=O)CCCCCC(=O)Nc3ccccc3N)ccc2O[C@H]1CN(C)C	-10	-2	-2	-4[16.7 µM]	-0.8	9	1	-3

# Rows are unselected; any-hit rate near 1.4%.
